# ROMK primary = human ROMK K+ channel modulation, primary screen. 130,000 compounds, 2% hits. Tet-inducible ROMK, thallium flux fluorescence; actives lie on both sides. P48048. B-score at 10 µM;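 active means signal ratio slope over the read window, or its plate-corrected B-score, at least 3 SD from the plate mean, either direction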;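 further: B-score of the F/F0 ratio slope over 7 to 12 s after thallium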
# PMI act satM6P = increases human PMI activity with near-saturating mannose 6-phosphate. coupled PMI enzyme assay, resazurin fluorescence, 20 min; active compounds read high; 1 = untreated enzyme, 0 = substrate-free blank. 190,000 compounds, 0.34% hits. activation factor at 20 µM. P34949;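 active means activation factor of 2 or more at 20 µM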
#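 assay system = human phosphomannose isomerase with PGI, G6PDH, diaphorase coupling enzymes | quantity = 15 ng/mL PMI | incubation = enzyme reaction with compound 20 min at room temperature | medium = HEPES pH 7.4 buffer with MgCl2 and Tween-20 | compound dosing = one concentration, 20 µM, in 1% DMSO | measured by = Diaphorase-driven resazurin-to-resorufin fluorescence, excitation 544, emission 590 nm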
# G6PDH counter = inhibits Leuconostoc G6PDH, flagging false hits in G6PDH-based assays | 200,000 compounds, 0.12% hits | inhibition, % at 5 µM | AID 1020 | Purified L. mesenteroides G6PDH, diaphorase/resazurin coupled fluorescence, 45 min; in the data active means inhibition above about 50%
# S1P3 antagonist = S1P3 (human) receptor antagonism; Q99500; CHO S1P3 NFAT-BLA reporter, FRET fluorescence, antagonist mode; inhibition, % at 4.98 µM; 170,000 compounds, 0.27% hits; AID 485;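 active means inhibition above the plate cutoff, the mean inhibition of test wells on that plate plus 3 SD, cut at about 28% in these data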;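 further: cells challenged with S1P at its EC80 of 0.8 µM; blue over green emission ratio from cleaved BLA substrate after 4 h stimulation; 0% = S1P-stimulated wells and 100% = unstimulated DMSO-only wells; some compounds past the cut are filed as inactive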
# Target sequence (Q99500 whole entry, looked up): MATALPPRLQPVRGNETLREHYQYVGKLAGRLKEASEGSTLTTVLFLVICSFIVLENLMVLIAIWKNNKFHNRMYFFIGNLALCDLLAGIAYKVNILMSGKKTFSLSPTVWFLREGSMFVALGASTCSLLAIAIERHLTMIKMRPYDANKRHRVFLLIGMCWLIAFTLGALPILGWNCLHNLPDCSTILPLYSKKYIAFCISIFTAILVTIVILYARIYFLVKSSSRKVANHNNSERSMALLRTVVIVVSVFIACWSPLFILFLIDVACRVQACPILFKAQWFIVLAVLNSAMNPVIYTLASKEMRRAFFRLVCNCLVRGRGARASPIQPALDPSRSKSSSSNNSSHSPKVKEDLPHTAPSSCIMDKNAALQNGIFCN
# PMI activator = activators of human phosphomannose isomerase; purified human PMI, coupled resazurin fluorescence, 20 min; active compounds read high; 1 = vehicle control, 0 substrate-free wells; 190,000 compounds, 0.005% hits; AID 1214; activation factor at 20 µM;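 active means activation factor of 2 or more at 20 µM, relative to plate controls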
# PPARg SRC2 recr = promotes SRC-2 coactivator recruitment by human PPARgamma. P37231. PPARgamma LBD-SRC-2 recruitment, biochemical. activation, % at 8 µM. 200,000 compounds, 0.34% hits. AID 1032; in the data active means activation above about 22%;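 further: 0% = vehicle and 100% = reference agonist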
# Target sequence (P37231 whole entry, looked up, the tested form may be a part): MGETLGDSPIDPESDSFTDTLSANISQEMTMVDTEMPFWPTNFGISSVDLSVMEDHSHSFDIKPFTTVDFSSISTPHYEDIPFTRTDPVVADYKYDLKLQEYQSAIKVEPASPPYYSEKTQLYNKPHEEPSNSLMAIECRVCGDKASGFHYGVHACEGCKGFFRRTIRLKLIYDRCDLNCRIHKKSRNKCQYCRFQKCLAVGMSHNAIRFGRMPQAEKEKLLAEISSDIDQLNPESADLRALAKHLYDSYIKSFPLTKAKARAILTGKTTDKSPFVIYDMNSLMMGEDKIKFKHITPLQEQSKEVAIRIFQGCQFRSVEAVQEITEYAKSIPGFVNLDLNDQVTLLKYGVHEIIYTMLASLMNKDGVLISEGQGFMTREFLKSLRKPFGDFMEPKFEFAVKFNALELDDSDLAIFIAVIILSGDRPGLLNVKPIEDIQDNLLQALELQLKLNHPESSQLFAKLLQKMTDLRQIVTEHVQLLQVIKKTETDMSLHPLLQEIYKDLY
# PPARg SRC-3 ag = promotes SRC-3 coactivator recruitment by human PPARgamma | P37231 | biochemical PPARgamma/SRC-3 coactivator recruitment assay | activation, % at 8 µM | 200,000 compounds, 0.26% hits | AID 731; in the data active means activation above about 23%;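 further: 0% = DMSO and 100% = reference agonist; some compounds past the cut are filed as inactive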
# Diaphorase act = activates diaphorase or chemically reduces, flagging diaphorase assay artifacts; Diaphorase/resazurin coupled assay, resorufin fluorescence, 16 min; active compounds read high; 1 = vehicle wells, 0 = NADH-free wells; activation factor at 20 µM; 190,000 compounds, 0.005% hits; AID 1229;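 active means diaphorase activity raised at least twofold by the compound at 20 µM; inactive means activation factor below 2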
#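 Material: Purified diaphorase enzyme from Clostridium kluyveri | Buffer or medium: 50 mM HEPES pH 7.4 with 4.542 mM MgCl2, 0.005% Tween 20 | Times: 16 min enzyme reaction, ambient temperature | Signal: Red resorufin fluorescence at 544/590 nm excitation/emission | Measure: Increased resorufin signal from activators or reducing compounds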
# Diaphorase inh = inhibits diaphorase or chemically oxidizes, flagging diaphorase assay artifacts. diaphorase resazurin-to-resorufin fluorescence, NADH, 16 min; bacterial (C. kluyveri) enzyme, not human. 190,000 compounds, 0.69% hits. inhibition, % at 20 µM. AID 1217;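 active means primary screen inhibition at 20 µM above a set limit, cut at about 50% in these data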;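 further: plate controls were DMSO with full reaction for no effect and wells lacking NADH for full effect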
#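 Assay system – diaphorase enzyme from Clostridium kluyveri · Amount – diaphorase 0.14 U/mL (working solution) · Times – reaction incubation of 16 min at room temperature · Controls – No-NADH positive control and DMSO neutral control · Signal – resorufin fluorescence 544/590 nm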
# TR-FRET SRC-2 ct = TR-FRET artefact, counter-screen to PPARgamma/SRC-2 agonist assay | active compounds read high | TR-FRET ratio at 8 µM | 200,000 compounds, 0.4% hits | AID 1049; in the data active means TR-FRET ratio above about 2000; further: inactives centre near 1500
# PPARg SRC-1 ag = agonists of human PPARgamma SRC-1 coactivator recruitment. 200,000 compounds, 0.41% hits. activation, % at 8 µM. P37231. PPARgamma-SRC-1 coactivator recruitment biochemical assay; in the data active means activation above about 19%;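 further: 0% = DMSO and 100% = reference agonist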
# * = called active by the depositor; . = not tested or not shown.
SMILES,ROMK primary,PMI act satM6P,G6PDH counter,S1P3 antagonist,PMI activator,PPARg SRC2 recr,PPARg SRC-3 ag,Diaphorase act,Diaphorase inh,TR-FRET SRC-2 ct,PPARg SRC-1 ag
COc1ccc(C2CC(c3ccccc3)=NN2C(=O)COC(=O)c2cnc(Cl)c(Cl)c2)cc1 (stereo not given),.,0.9,-13,-6,0.8,-15,-7,0.8,16,1668,-3
CN1C(=O)C(O)(CC(=O)c2ccncc2)c2ccccc21 (stereo not given),0.092,1,5,.,1,8,5,0.9,7,1479,7
COc1ccc(-c2nc(CN3CCC(C(=O)N4CCc5ccccc54)CC3)c(C)o2)cc1OC,.,1,7,6,1,-11,-7,1,1,1701,-2
O=C(CCCCCNC(=O)c1ccccc1)N/N=C/c1ccccc1,0.021,1,17,-7,0.9,2,3,1,-2,1464,-3
Cc1ccc(NS(=O)(=O)c2cccc(C(=O)n3ncc(C#N)c3N)c2)c(C)c1,.,1,3,-17,1,-3,-2,0.8,18,1286,2
Cc1ccc(-n2ncc3c(SCC(=O)Nc4cc(C)on4)ncnc32)c(C)c1,0.08,1.1,0,-9,1.1,4,2,0.9,9,1539,-2
CCn1c(SCC(=O)Nc2nc(C)cs2)nnc1-c1ccoc1C,-0.053,1,-4,.,0.9,3,6,0.8,22,1514,7
NC(=O)C1CCN(C(=O)OCc2ccccc2)CC1,.,1,2,.,1,-1,-3,0.9,9,1486,4
Cc1ccc(NC(=O)c2c(NC(=O)CCC(=O)O)sc3c2CCCCC3)cc1,1.5,1.9,9,2,1.2,-3,4,0.7,31,1595,6
COC(=O)C1=C(N)OC2=C(C(=O)CC(C)(C)C2)C1c1cccnc1 (stereo not given),4*,1,4,.,1,1,-5,0.9,7,1641,3
COc1cc(/C=C/C(=O)OCC(=O)NC(=O)NC(C)C)cc(OC)c1OC,-0.41,0.9,14,0,0.9,-3,-3,1,-3,1504,-1
O=c1[nH]c2ccc(Cl)cc2c(-c2ccccc2)c1N1CCN(c2ccccn2)CC1,0.96,0.9,5,-13,0.9,2,3,0.7,28,1624,4
c1ccc2[nH]c(C3CC3)nc2c1,0.96,0.9,5,-21,1,-2,-3,1,1,1383,-5
COc1ccc(NC(=O)c2cccc(OS(=O)(=O)N(C)C)c2)cc1,-0.37,1,11,-2,1,6,5,1,-2,1531,-2
NC1=NC(=O)CC(C(=O)NCc2ccccc2)S1 (stereo not given),.,1.1,8,11,1,0,1,1.1,-8,1549,1
COc1ccc(C)cc1S(=O)(=O)NCCc1ccccc1,-0.087,0.9,1,.,1,1,2,0.9,9,1350,-3
Cc1ccccc1OCCNc1cc(N2CCCCC2)ccc1[N+](=O)[O-],.,1,8,.,1,-3,-8,0.9,12,1479,1
CCOC(=O)c1ccc(NC(=O)Cc2coc3cc4c(cc23)CCC4)cc1,.,0.8,8,-7,0.8,-8,3,0.7,27,1440,5
Cc1cc(OC(=O)c2c(Cl)cc(Cl)cc2Cl)nc(C)n1,-0.53,0.9,5,.,0.9,0,1,0.9,9,1587,10
CCN1CCCC1CNC(=O)C1c2cc(OC)c(OC)cc2C(=O)N(C)C1c1cccnc1 (stereo not given),-0.64,1,0,.,1,-6,-4,0.9,13,1469,0
CC(C)Oc1cccc(C(=O)C2CCCN(S(C)(=O)=O)C2)c1 (stereo not given),0.42,1.2,17,-5,1.3,-2,2,0.8,23,1672,0
c1ccc(Nc2nc(CSc3ncn[nH]3)cs2)cc1,-2*,0.8,3,-8,0.8,-1,0,0.8,16,1543,1
COC(=O)c1cc(Cl)cc(Cl)c1OS(=O)(=O)N(C)C,-0.32,1,10,-6,1,0,-2,1,0,1617,-2
O=C(Nc1ccc2nc(-c3ccco3)c(-c3ccco3)nc2c1)N1CCCCCC1,.,1,-10,-10,0.8,3,1,0.1,94*,1545,1
CC(=O)c1c(C(C)=O)c(C)n(-c2ccc(C)c(NC(=O)c3ccccc3Cl)c2)c1C,.,1,1,.,1,1,5,0.9,7,1554,4
SMILES,ROMK primary,PMI act satM6P,G6PDH counter,S1P3 antagonist,PMI activator,PPARg SRC2 recr,PPARg SRC-3 ag,Diaphorase act,Diaphorase inh,TR-FRET SRC-2 ct,PPARg SRC-1 ag
Cc1c(C(=O)OCC2CCCO2)[nH]c2c1C(=O)CC(c1ccco1)C2 (stereo not given),.,0.8,8,32,0.8,-3,4,0.7,27,1618,-3
O=C(CCn1c(=O)[nH]c2ccsc2c1=O)NCCc1ccc(Cl)cc1,-0.59,1,4,.,1.1,4,-4,0.9,8,1424,0
O=C(CCSc1nnc(-c2ccncc2)o1)Nc1cccc2ccccc12,.,0.9,1,.,1,-5,-8,0.7,32,1554,-7
O=C(COC(=O)c1ncc(Cl)c(Cl)c1Cl)NC(=O)NCc1ccccc1,-0.7,1,-1,-13,1.1,-4,-3,1,1,1419,-1
COc1ccc2c(c1)c(C(O)CN1CCC3(CC1)OCCO3)c(C)n2C (stereo not given),.,1,3,14,1,0,-5,1,2,1404,1
CN(C)c1ccc(C(CNS(=O)(=O)c2ccc(F)c(F)c2)c2c[nH]c3ccccc23)cc1 (stereo not given),0.084,0.9,-1,-13,1,12,2,0.8,17,1570,6
CCn1c(CNC(=O)Cc2ccc(OC)cc2)nnc1SCC(=O)NC1CCCCC1,-0.9,1,6,.,1.1,9,-9,1,0,1461,3
COc1ccc(CNC(=O)CCCOc2cc(=O)n(C)c3ccccc23)cc1,0.42,0.9,4,.,0.9,4,0,0.9,9,1454,-2
OCCN1CCN(c2ncnc3sc(-c4ccccc4)cc23)CC1,-0.46,1,4,0,1,2,4,1,1,1377,-1
O=C(/C=C/c1cccc([N+](=O)[O-])c1)NCCSCc1ccc(Cl)cc1Cl,0.2,1.1,-20,5,1,6,2,1,4,1480,-2
CCOc1ccccc1N(CC(=O)Nc1cc(OC)ccc1OC)S(C)(=O)=O,-0.22,1,6,.,1,3,-1,1,0,1598,3
CCCN=Cc1sc2ccc(OCC)cc2c1O,.,1,11,9,1,-1,4,0.9,7,1497,5
CCCOc1ccc(NCC(=O)Nc2ccc(C)cc2C)cc1,.,0.7,8,.,0.9,-3,-5,0.9,7,1493,-1
O=S(=O)(c1cccc(S(=O)(=O)N2CCOCC2)c1)N1CCCCC1,-0.47,1.1,4,.,1,-7,-5,1,-4,1585,-1
CCC(C)[C@@H](C(=O)N1CCNCC1)n1cc(CCCN=C(N)N)nn1 (stereo not given in full),.,1.1,4,3,1.1,-10,-3,1.1,-9,1525,-12
Cc1ccc(N/N=C/c2ccc3c(c2)OCCO3)cc1Cl,.,1.9,-6,-1,1.4,-6,-3,0.9,5,1548,2
CC(=O)N1CCC(N(CCCOC(C)C)C(=O)Nc2ccc(C)c(C)c2)CC1,.,1,2,.,1,-5,-2,0.9,12,1457,-1
CN(C)CCCN1C(=O)c2oc3ccc(F)cc3c(=O)c2C1c1cccnc1 (stereo not given),.,1,1,-12,0.9,-4,-2,1.1,-7,1538,-7
COc1ccc(/C=N/n2c(SC)nnc(C(C)(C)C)c2=O)cc1OC,0.03,0.9,10,.,0.9,8,10,0.8,15,1404,0
CC(C)NC(=O)CSc1nncn1-c1ccccc1,0.75,1,8,-25,1,0,-3,0.9,7,1719,2
O=C(CN(Cc1cccs1)C(=O)CCC(=O)Nc1nccs1)NCc1ccccc1,.,0.9,-13,.,0.9,2,-4,0.9,6,1605,-1
COc1ccc(C(=O)NC(=S)NNC(=O)COc2ccccc2)cc1,1.1,1.3,9,7,1.1,-3,-2,0.9,12,1445,-12
CCOC(=O)c1cc2c(=O)n3ccccc3nc2n(C(C)C)c1=NC(=O)c1c(-c2c(F)cccc2Cl)noc1C,.,1,-23,-7,0.9,8,6,0.9,12,1836,11
CC1=CC(C)(C)Nc2ccccc21,0.82,0.8,4,-45,0.9,-3,-3,0.9,13,1466,4
CCc1nnc(NC(=O)CCC(=O)N2CCN(Cc3cc(Cl)ccc3OC)CC2)s1,1.1,1.1,2,-18,1.1,1,12,1,3,1480,4
Cc1cccc(NC(=O)Cn2c(=O)n(C)c3ccccc32)c1,0.18,1,10,-22,1,4,9,0.9,6,1473,4
Cc1cccc(NC(=S)Nc2ccccn2)c1C,.,0.9,10,3,0.8,3,-7,0.9,7,1598,4
Cc1occc1C(=O)N1CCN(C(=O)C2CCCO2)CC1 (stereo not given),.,1,-1,4,1,8,0,0.9,7,1590,2
c1ccc2c(c1)CSc1sccc1C2=C1CCNCC1,-3*,1.1,4,4,1.1,2,1,1,-5,1502,-5
O=S(=O)(NCCSc1nnc(-c2ccco2)n1-c1ccccc1)c1ccccc1,.,1,-1,-11,1,11,10,0.8,16,1666,-1

# Marked active in ROMK primary (from the list above):
Compound | ROMK primary | PMI act satM6P | S1P3 antagonist | PMI activator | PPARg SRC2 recr | PPARg SRC-3 ag | Diaphorase act | Diaphorase inh | PPARg SRC-1 ag
COC(=O)C1=C(N)OC2=C(C(=O)CC(C)(C)C2)C1c1cccnc1 (stereo not given) | 4* | 1 | . | 1 | 1 | -5 | 0.9 | 7 | 3
c1ccc(Nc2nc(CSc3ncn[nH]3)cs2)cc1 | -2* | 0.8 | -8 | 0.8 | -1 | 0 | 0.8 | 16 | 1
c1ccc2c(c1)CSc1sccc1C2=C1CCNCC1 | -3* | 1.1 | 4 | 1.1 | 2 | 1 | 1 | -5 | -5

# Grouped by structure: the compounds so far containing a nitro group on carbon
SMILES,ROMK primary,PMI act satM6P,G6PDH counter,S1P3 antagonist,PMI activator,PPARg SRC2 recr,PPARg SRC-3 ag,Diaphorase act,Diaphorase inh,TR-FRET SRC-2 ct,PPARg SRC-1 ag
Cc1ccccc1OCCNc1cc(N2CCCCC2)ccc1[N+](=O)[O-],.,1,8,.,1,-3,-8,0.9,12,1479,1
O=C(/C=C/c1cccc([N+](=O)[O-])c1)NCCSCc1ccc(Cl)cc1Cl,0.2,1.1,-20,5,1,6,2,1,4,1480,-2
